# Yfh1-depleted yeast: mitochondrial function rescue without frataxin homolog – Friedreich's ataxia, plus single-dose screen, dose response (AID 1465); S. cerevisiae Yfh1-off respiration, WST-1 reduction, 72 h; higher fold induction means a stronger effect; fold induction at 50 µM; hits with a dose series show EC50 in µM; hit rate 0.074% among 220,000;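 active = fold induction of absorbance versus untreated yeast above a set limit, then at least 30% activation at any dose in follow-up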;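 note: activators that raise dye reduction in frataxin-depleted yeast; strong numbers were not always called active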
# Autophagy mod: alters autophagy in cells | AID 463193 | calls only at 10 µM (by protocol) | hit rate 0.98% among 190,000 | MEF GFP-LC3 puncta imaging; test concentration mostly 10 µM;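 active = percentage of spot-positive cells more than 3 SD above its plate mean, without a fluorescence outlier flag or 80% toxicity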;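 note: spot-positive cell cutoff set from DMSO-treated cells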
# Insulin prom up: MIN6 insulin promoter up-regulation; MIN6 insulin promoter-GFP reporter, high-content imaging; active compounds read high; z-score at 5 µM; AID 1625; hit rate 0.3% among 190,000;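 active = z-score above 3 at 5 µM with at least 500 cells counted in the well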
# MT stabilizer: stabilizes microtubules in HeLa cells | hit rate 0.83% among 200,000 | HeLa tubulin immunostaining HCS, 24 h; share of cells brighter than vehicle mean+2SD | % tubulin-high responders, % at 10 µM;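 active = plate Z-score above 3 for both tubulin-high and condensed-nucleus cell shares, with cell loss under 80%, at 10 µM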;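 note: anti alpha tubulin signal scored within the nucleus-defined area of each cell; some results filed as inactive read as strong as hits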
# Dynein transport: blocks dynein driven cargo transport along microtubules; 3617.4 mouse cells, GR-EGFP nuclear translocation imaging; test concentration mostly 20 µM; stimulated with dexamethasone, 1 µM; active compounds read low; z-score, hits read low; hit rate 0.47% among 220,000;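 active = plate z-score of nuclear minus cytoplasmic receptor signal below a set negative limit, without overly bright fluorescence or cell loss, cut at about -3.5 in these data, passing the limit was not always enough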;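 note: z-score of nuclear minus cytoplasmic ring GR-EGFP intensity difference per well; some compounds called inactive have numbers as strong as hits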
#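 Buffer or medium: Induction medium lacking tetracycline, stripped serum | Also added: Dexamethasone agonist, 1.0 µM final, for 30 min | Timing: 48 h induction, 1 h compound, 30 min dex at 37 °C | Detection: Formaldehyde fixation, Hoechst nuclear stain, 10x automated fluorescence imaging | Measure: Nuclear versus cytoplasmic GR-EGFP signal, averaged per well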
# Hep lipid drop: hepatic lipid droplet formation modulation. AML12 mouse hepatocytes, oleate lipid droplets, BODIPY imaging. inhibition, % at 6.5 µM. hit rate 0.4% among 240,000. AID 1656;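 active = lipid droplet intensity inhibited by at least 50%, with more than 500 cells counted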
#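 Assay system: AML12 mouse liver cells | Compound: 6.5 µM single-point dosing | Schedule: Overnight exposure | Technique: Fluorescence imaging, 20x objective, two fields per well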
# P. falciparum M17LAP: P. falciparum M17LAP inhibitors, primary screen, biochemical, fluorogenic H-Leu-NHMec substrate, 1536-well (AID 1619); hit rate 0.38% among 220,000; inhibition, % at 30 µM, or IC50 in µM where a hit was titrated; recombinant M17LAP, H-Leu-NHMec fluorogenic kinetic assay; higher % means a stronger effect;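 active = compound inhibiting the enzyme by more than half at any dose during confirmatory dose-response retesting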;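 note: plate controls were full reaction with DMSO carrier for no effect and no enzyme background for full effect; strong numbers were not always called active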
# ER stress rescue: protection against thapsigargin-triggered cell killing – 384-well, CSM14.1, ATP luminescence, primary screen (AID 1222). 190,000 tested, under 10 active. cellular ATP content (survival), % at 20 µM, or EC50 in µM where a hit was titrated. CSM14.1 thapsigargin-induced death rescue, ATP luminescence; higher % means a stronger effect;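 active = EC50 below 50 µM in the dose-response confirmation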;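 note: death triggered by thapsigargin at about 15 µM added after 2 h compound pretreatment; cell ATP read after overnight thapsigargin exposure of roughly 18 to 22 hours; normalized against plate controls of thapsigargin alone and 5% DMSO vehicle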
# M1AAP inhibition: P. falciparum M1AAP inhibitors, biochemical, fluorogenic H-Leu-NHMec substrate, 1536-well (AID 1445); inhibition, % at 30 µM; hits with a dose series show IC50 in µM; recombinant M1AAP, H-Leu-NHMec fluorogenic kinetic assay; higher % means a stronger effect; hit rate 0.42% among 220,000;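 active = primary inhibition above the hit cutoff, then over 50% inhibition at one or more dose response concentrations, cut at about 23% in these data, passing the limit was not always enough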;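 note: plate controls were DMSO full reaction for no effect and no enzyme background for full effect; strong numbers were not always called active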
# Dynein transport cytoplasmic EGFP: further read-out of Dynein transport, marked with its call; z-score; measured here: cytoplasmic GR-EGFP intensity; active compounds read high
# Dynein transport nuclear GR-EGFP: second read-out of Dynein transport, no call of its own (marks repeat the call); z-score; measured here: nuclear GR-EGFP intensity;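 lower value marks the stronger effect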
# Dynein transport cell count: second read-out of Dynein transport, no call of its own (marks repeat the call); z-score; measured here: cell count per field
# Insulin prom up cell count: second read-out of Insulin prom up, no call of its own (marks repeat the call); cell count; measured here: cytotoxicity, nuclei count;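 total cells summed across four imaged fields per well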
# Hep lipid drop cells 6.5 µM: also measured in Hep lipid drop; calls as there; cell count; measured here: cell count, cytotoxicity flag;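 cells counted across two imaged fields per well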
# MT stabilizer Hoechst-high %: second read-out of MT stabilizer, no call of its own (marks repeat the call); % Hoechst-high responders; measured here: nuclear condensation Hoechst responders;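 share of cells brighter than vehicle mean plus two SD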
# MT stabilizer cytotoxicity %: also measured in MT stabilizer; calls as there; toxicity, %; measured here: cytotoxicity by cell density;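 0% = mean cell density of plate MIN control wells and 100% = no cells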
# Autophagy mod cell loss 18 h: also measured in Autophagy mod; calls as there; toxicity, %; measured here: cell loss, nuclei count;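 cell loss after 18 h compound exposure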
# * hit, by the source's call; i = inactive; . = not tested or not shown; + = active, no number.
smiles,Yfh1-depleted yeast,Autophagy mod,Autophagy mod cell loss 18 h,Insulin prom up,Insulin prom up cell count,MT stabilizer,MT stabilizer Hoechst-high %,MT stabilizer cytotoxicity %,Dynein transport,Dynein transport cytoplasmic EGFP,Dynein transport nuclear GR-EGFP,Dynein transport cell count,Hep lipid drop,Hep lipid drop cells 6.5 µM,P. falciparum M17LAP,ER stress rescue,M1AAP inhibition
O=C(Cc1ccccc1)NNC1CC(=O)N(c2ccccc2)C1=O (centres undefined),i,i,34,0.22,1427,3.3,3.6,8.3,-2,-0.25,-1.3,4.8,-42,440,6%,-0.3%,-4%
O=C(NCCN1C(=O)S/C(=C\c2ccccc2F)C1=O)C1CCN(S(=O)(=O)c2cccs2)CC1,i,i,3,0.2,1267,5.3,3.6,8.4,-0.95,0.098,-0.71,0.95,-5,680,10%,-1.8%,8%
COc1ccc(NC(=S)NC(NC(=O)/C=C/c2ccccc2)C(Cl)(Cl)Cl)cc1 (centres undefined),i,i,2,0.49,1591,2.8,1.1,0.9,2,-0.17,0.56,-0.86,.,.,-3%,0.2%,6%
O=C(NCC1CCCO1)c1cc2n(n1)C(C(F)(F)F)CC(c1ccc(F)cc1)N2 (centres undefined),i,i,-1,0.75,1232,3.2,1.4,8.8,0.78,-0.19,0.81,0.2,.,.,17%,0.8%,-2%
O=S(=O)(c1cccc(-c2nnc3n2CCCCC3)c1)N1CCCC1,i,i,-5,-0.81,1200,5.1,2.9,5.4,1.4,0.078,0.75,-1.8,-2,664,3%,-0.8%,9%
ON=C1CCN(c2ncc(C(F)(F)F)cc2Cl)CC1,i,i,0,2,1217,2.3,2.1,3.2,-1.1,0.8,-0.46,0.72,.,.,-4%,1.7%,9%
Cn1cccc1Cc1nnc(SCC(N)=O)n1CCc1ccccc1,i,i,2,-0.46,1388,2.5,1.1,4.6,-0.52,-0.19,-0.054,0.53,20,702,7%,.,-5%
Cn1c(=O)c2c(n(C)c1=O)=NC1(CCCCC1)N=2,i,i,-6,-0.01,1236,3.7,1.6,2.6,-0.64,-0.23,-0.48,0.66,0,779,2%,-1.7%,-1%
COc1ccccc1Nc1n[nH]c(=S)s1,i,i,13,-0.13,1237,5.9,2.4,6.8,-0.92,-0.3,-0.077,0.95,13,668,6%,-0.3%,7%
CC(C)(C)C(=O)NC(=S)Nc1ccc(C(F)(F)F)cc1,i,.,.,2.8,890,.,.,.,0.23,0.068,0.59,0.31,-2,711,5%,.,14%
O=C(Cn1nnc2ccccc2c1=O)NCCc1ccc(F)cc1,i,i,-7,0.28,1364,1.4,2.2,11,-0.53,-0.33,-0.66,1.2,-4,553,1%,-0.3%,-3%
CCN1CCN(c2c(Cl)cccc2NC(=O)c2ccc3c(c2)OCCO3)CC1,i,i,-3,.,.,3.4,1.5,0.5,-0.68,-0.27,-1,0.015,-2,599,0%,-2.1%,-2%
C/C(=N\NC(=O)C(=O)Nc1cccc(Cl)c1C)c1ccncc1,i,i,-21,0.15,1391,2.8,4.7,12,-0.95,-0.31,-0.92,1.2,10,627,8%,0.0%,15%
O=C(Cc1ccccc1)Nc1c[nH]c(=O)[nH]c1=O,i,i,-3,-0.43,1524,2.6,2.6,7.4,0.99,-0.16,0.25,-1,-1,592,7%,-3.0%,-1%
COc1ccc(C(=O)Nc2cccc(-c3ccc4nncn4n3)c2)cc1OC,i,i,1,-0.48,1079,1.7,2.1,8.6,-1.1,-0.16,-0.58,0.46,9,708,6%,-1.2%,4%
COc1ccc(NC(=O)COC(=O)[C@@H]2CCCN2C(=O)c2cccs2)cc1,i,i,-4,-0.63,902,2.4,1.5,4.4,-0.91,-0.3,-0.31,1.2,1,763,5%,2.5%,-7%
CCOC(=O)c1nnn(CC(=O)N2N=C(c3ccc(Cl)cc3)CC2c2ccccc2)c1C(=O)OCC (centres undefined),i,i,-3,.,.,4.4,14,11,0.12,-0.21,0.036,0.63,28,673,4%,-4.5%,-4%
C=CCn1c(C)cc(C(=O)CSc2n[nH]c(N)n2)c1C,i,i,-5,0.97,964,1.5,1.4,9.3,0.42,-0.23,0.38,-0.29,.,.,19%,-2.0%,11%
Cc1ccc(Cn2c(=N)n(CC(O)c3ccco3)c3ccccc32)cc1 (centres undefined),i,i,-9,-11,783,2.2,2.4,4.2,1.3,0.0018,0.88,-1.8,-27,719,10%,-5.1%,1%
Oc1ccc(N2CCN(C(=S)NCCc3ccccc3)CC2)cc1,i,i,44,-0.13,1366,1.2,0.6,11,-0.4,-0.18,-0.28,0.71,.,.,-5%,3.3%,11%
CCCNC(=O)C(=O)NCCC1=CCCCC1,i,i,-2,0.04,1541,3.3,2.1,3.7,0.51,-0.2,-0.65,0.56,.,.,-5%,-3.1%,5%
Cc1ccccc1CSCCNS(C)(=O)=O,i,i,7,-0.48,818,0.7,1.1,8.7,0.28,-0.077,0.53,-1.1,8,793,7%,-1.1%,2%
S=c1[nH]nc(-c2cccc(Cl)c2)n1CCN1CCCCC1,i,i,-3,0.33,1285,2.2,1.7,5.9,-1.2,-0.16,-0.9,0.72,8,619,6%,0.4%,5%
CNC(=O)c1sccc1SCc1c(Cl)cccc1Cl,i,i,-6,1.8,942,1.3,1.2,4.0,-0.69,-0.27,-0.31,0.31,18,850,10%,-0.2%,4%
O=C(O)CC1S/C(=N\N=C2CCCCCC2)N(c2ccccc2)C1=O (centres undefined),i,.,.,0.04,1100,.,.,.,-0.88,-0.23,-0.49,0.94,8,630,4%,.,-2%

# 3 entries already listed, sorted by their value in MT stabilizer Hoechst-high %, rising.
structure,MT stabilizer Hoechst-high %,Dynein transport,Dynein transport cytoplasmic EGFP,Dynein transport nuclear GR-EGFP,Dynein transport cell count,P. falciparum M17LAP,M1AAP inhibition
COc1ccc(NC(=O)COC(=O)[C@@H]2CCCN2C(=O)c2cccs2)cc1,1.5,-0.91,-0.3,-0.31,1.2,5%,-7%
O=C(NCCN1C(=O)S/C(=C\c2ccccc2F)C1=O)C1CCN(S(=O)(=O)c2cccs2)CC1,3.6,-0.95,0.098,-0.71,0.95,10%,8%
C/C(=N\NC(=O)C(=O)Nc1cccc(Cl)c1C)c1ccncc1,4.7,-0.95,-0.31,-0.92,1.2,8%,15%

# The list continues:
smiles,Yfh1-depleted yeast,Autophagy mod,Autophagy mod cell loss 18 h,Insulin prom up,Insulin prom up cell count,MT stabilizer,MT stabilizer Hoechst-high %,MT stabilizer cytotoxicity %,Dynein transport,Dynein transport cytoplasmic EGFP,Dynein transport nuclear GR-EGFP,Dynein transport cell count,Hep lipid drop,Hep lipid drop cells 6.5 µM,P. falciparum M17LAP,ER stress rescue,M1AAP inhibition
CCOC(=O)c1sc2cc([N+](=O)[O-])cc(SCCO)c2c1N,i,+,3.7*,0.25,1327,1.5,2.9,6.4,-1.5,0.21,-0.55,1.1,52*,620*,-26%,1.5%,8%
Cc1ccc(C2=NN3C(C(=O)c4ccccc4)Oc4ccccc4C3C2)cc1 (centres undefined),i,i,-27,-0.59,1659,3.3,1.9,9.4,-0.02,-0.2,0.5,0.49,-7,651,12%,-2.5%,2%
Cc1nc(NC(=O)CSc2nnc(-c3ccc4c(c3)OCO4)o2)c(Cl)cc1Cl,i,i,4,0.34,1260,4.8,1.8,7.7,-0.51,-0.3,-0.52,0.73,-3,602,-6%,-5.0%,2%
CCOc1cc(C(=O)Nc2cc(C)on2)cc(OCC)c1OCC,i,i,5,.,.,2.8,2.5,29,-0.62,0.65,0.3,-0.12,-2,730,-4%,-2.0%,1%
CC1=NN(C(C#N)c2ccccc2C)C(C)(C)C1 (centres undefined),i,i,10,0.31,1430,5.6,2.9,3.2,-1.7,-0.29,-0.33,0.67,3,680,-1%,-0.1%,3%
Cc1ccc(S(=O)(=O)N2CCC(=O)N(CCOCc3cccc(Cl)c3)CC2)cc1,i,i,4,0.16,1255,3.8,1.9,8.1,0.5,-0.3,0.54,0.48,-9,740,-8%,-2.1%,14%
COc1cc(C(=O)NC(=S)Nc2ccc3c(c2)OCO3)cc(OC)c1OC,i,.,.,-0.1,1117,.,.,.,0.017,-0.22,0.036,0.03,12,704,6%,.,11%
O=C(CSc1nnc(-c2ccccc2)o1)Nc1ccccc1F,i,i,1,1.6,937,3.2,4.1,6.4,2.1,0.017,1.5,-1.4,.,.,-1%,-1.4%,0%
O=C(C1CC(=O)N(C2CCCC2)C1)N1CCN(c2ccccc2F)CC1 (centres undefined),i,i,3,-1.3,956,3.7,2.1,1.6,1.4,-0.12,1.1,-0.72,.,.,-1%,-1.1%,1%
COCCn1c(SCc2nnc(-c3ccccc3)o2)nc2sc3c(c2c1=O)CCC3,i,i,10,0.53,1111,2.3,2.4,1.8,-0.073,0.066,-0.13,0.087,.,.,14%,3.4%,8%
CCOc1ccc(CCNC(=O)CSc2cc(=O)n(C)c3cc(Cl)ccc23)cc1OCC,i,i,28,-0.39,1452,8.6,2.1,11,-0.61,-0.15,-0.41,-0.62,78*,695*,-19%,1.4%,-1%
O=C(O)CSc1nnc(-c2cc3ccccc3o2)n1-c1ccccc1,i,i,0,.,.,2.3,2.2,1.6,0.064,0.56,0.076,-0.61,-16,711,-6%,.,-1%
COc1cc(/C=C(\C#N)c2nc3ccc(C)cc3[nH]2)c([N+](=O)[O-])cc1OC,i,i,-33,-0.66,1107,3.5,1.4,6.3,-0.68,-0.19,0.31,0.11,.,.,0%,-1.4%,15%
CCc1nnc(N2C(=O)c3cccc4cccc(c34)C2=O)s1,i,i,4,.,.,2.8,2.5,4.3,-0.13,0.1,-0.18,0.064,-7,792,18%,-0.6%,1%
COc1cc2c(cc1OC)-c1nc3ccccc3c(=O)n1C(C)(C)C2,i,i,5,-0.17,1015,1.8,1.3,11,-0.29,0.2,0.086,0.64,14,797,-5%,2.8%,12%
